BioA inh: M. tuberculosis BioA enzyme inhibitors, primary screen, biochemical, plate reader, single point, HTS | 7,8-diaminopelargonic acid synthase BioA (Mycobacterium tuberculosis) | purified M. tuberculosis BioA enzyme | inhibition, % at 9.99 µM | 360,000 compounds, 0.096% hits | AID 602481, 2012; in the data active = inhibition above about 40%
* = called active by the depositor. Not all compounds are listed, so the mix of outcomes need not match the whole.

CO[C@@H]1CN(C)C(=O)c2ccc(NC(=O)Nc3ccccc3)cc2OC[C@H](C)N(C(=O)CN(C)C)C[C@@H]1C
  BioA inh: 2.6
OC[C@H]1[C@H](c2ccc(Br)cc2)[C@@H]2CN(Cc3cncnc3)CCCCN12
  BioA inh: 0.4
CCC(=O)N1C[C@@H](C)[C@@H](OC)CN(C)C(=O)c2cc(NS(=O)(=O)CC)ccc2OC[C@H]1C
  BioA inh: -0.5
C[C@@H]1CN([C@@H](C)CO)C(=O)c2cc(NC(=O)c3ccncc3)ccc2O[C@H]1CN(C)Cc1ccc(C(F)(F)F)cc1
  BioA inh: 1.8
O=C(C[C@H]1C=C[C@H](NS(=O)(=O)c2ccccc2)[C@@H](CO)O1)N1CCc2ccccc2C1
  BioA inh: -2.7
O=C(C[C@@H]1C[C@H]2c3cc(NC(=O)NC4CCCC4)ccc3O[C@H]2[C@@H](CO)O1)NCc1ccc(Oc2ccccc2)cc1
  BioA inh: -0.8
COCC(=O)Nc1ccc2c(c1)OC[C@@H](C)N(C(=O)NC(C)C)C[C@@H](C)[C@H](OC)CN(C)C2=O
  BioA inh: -3.1
C[C@H](CO)N1C[C@H](C)[C@@H](CN(C)C(=O)c2ccccc2F)Oc2ncc(C#C[C@@H](C)O)cc2C1=O
  BioA inh: -0.2
C[C@@H]1CN([C@@H](C)CO)C(=O)c2cccc(NC(=O)Nc3ccc4c(c3)OCO4)c2O[C@@H]1CN(C)C(=O)NC1CCCCC1
  BioA inh: -0.1
C[C@@H]1CCCCO[C@@H](CN(C)S(=O)(=O)c2cccs2)[C@@H](C)CN([C@@H](C)CO)C(=O)c2cc(NS(C)(=O)=O)ccc2O1
  BioA inh: -1.2

C[C@@H]1CCCCO[C@@H](CN(C)S(=O)(=O)c2ccccc2)[C@@H](C)CN([C@H](C)CO)C(=O)c2cc(NC(=O)C3CCCCC3)ccc2O1
  BioA inh: -1.3
C[C@@H]1CCCCO[C@H](CN(C)CC2CC2)[C@H](C)CN([C@@H](C)CO)C(=O)c2cc(NC(=O)NC3CCCCC3)ccc2O1
  BioA inh: -0.7
CC(C)C#Cc1ccc2c(c1)O[C@@H](CN(C)C(=O)c1ccncc1)[C@H](C)CN([C@H](C)CO)S2(=O)=O
  BioA inh: 1.1
CC(C)CC#Cc1ccc2c(c1)O[C@H](CN(C)C(=O)Nc1ccccc1F)[C@H](C)CN([C@H](C)CO)S2(=O)=O
  BioA inh: 0.7
Cc1ccc(S(=O)(=O)Nc2ccc3c(c2)C(=O)N([C@H](C)CO)C[C@H](C)[C@@H](CN(C)C(=O)C2CCCCC2)OCCCC[C@H](C)O3)cc1
  BioA inh: 1.4
C[C@H](CO)N1C[C@H](C)[C@@H](CN(C)C(=O)NC2CCCC2)Oc2cc(-c3cncnc3)ccc2S1(=O)=O
  BioA inh: 5.2
O=C(c1ccccc1F)N1CC[C@@H]2[C@H](CO)Nc3ccc(C#Cc4ccccc4)cc3[C@@H]21
  BioA inh: -2.7
C[C@H](CO)N1C[C@H](C)[C@H](CN(C)Cc2ccc(-c3ccccc3)cc2)Oc2ccc(N(C)C)cc2C1=O
  BioA inh: 3.3
COCC(=O)Nc1ccc2c(c1)C(=O)N(C)[C@H]1CC[C@H](CC(=O)NCC3CCCCC3)O[C@H]1CO2
  BioA inh: -3.2
COCCNC(=O)C[C@@H]1C[C@H]2c3cc(NC(=O)COC)ccc3O[C@H]2[C@H](CO)O1
  BioA inh: 1.4

C/C=C/c1ccc2c(c1)O[C@H](CN(C)C(=O)Nc1cccc(F)c1)[C@H](C)CN([C@@H](C)CO)S2(=O)=O
  BioA inh: 0.9
O=C(N[C@@H]1CC[C@@H](CCNS(=O)(=O)c2ccc(F)cc2)O[C@H]1CO)C1CCOCC1
  BioA inh: -0.1
COc1ccc(CNC(=O)N(C)C[C@H]2OCc3ccccc3-c3c(n(C)c4ccccc34)C(=O)N([C@H](C)CO)C[C@H]2C)cc1
  BioA inh: 1.4
COc1ccc(-c2ccc3c(c2)[C@H]2[C@H](CCN2S(=O)(=O)c2ccc(OC)cc2)[C@H](CO)N3)cc1
  BioA inh: -1.9
O=C(Nc1ccc(-c2ccccc2)cc1)[C@H]1[C@H](CO)[C@H]2Cn3c(cccc3=O)[C@@H]1N2Cc1ccccc1
  BioA inh: 0.3
C[C@@H]1CCCCO[C@H](CN(C)Cc2ccc(C(=O)O)cc2)[C@H](C)CN([C@H](C)CO)C(=O)c2cc(NC(=O)Nc3ccc(F)cc3)ccc2O1
  BioA inh: 0.1
C[C@H](CO)N1C[C@H](C)[C@H](CN(C)S(=O)(=O)c2cn(C)cn2)Oc2ccc(NC(=O)CCC(F)(F)F)cc2C1=O
  BioA inh: -1.9
CO[C@H]1CN(C)C(=O)c2cc(NC(=O)C3CCC3)ccc2OC[C@H](C)N(Cc2ccncc2)C[C@@H]1C
  BioA inh: -2.4
C[C@@H]1CCCCO[C@H](CN(C)CC2CCCCC2)[C@H](C)CN([C@H](C)CO)C(=O)c2cc(NC(=O)Nc3ccc4c(c3)OCO4)ccc2O1
  BioA inh: 1.2
COc1ccc(NC(=O)N[C@H]2C=C[C@H](CC(=O)NC3CCC3)O[C@H]2CO)cc1
  BioA inh: -2.6

Brought forward from above: four compounds, followed by the next part.
C[C@H](CO)N1C[C@H](C)[C@H](CN(C)S(=O)(=O)c2cn(C)cn2)Oc2ccc(NC(=O)CCC(F)(F)F)cc2C1=O
  BioA inh: -1.9
CO[C@H]1CN(C)C(=O)c2cc(NC(=O)C3CCC3)ccc2OC[C@H](C)N(Cc2ccncc2)C[C@@H]1C
  BioA inh: -2.4
C[C@@H]1CCCCO[C@H](CN(C)CC2CCCCC2)[C@H](C)CN([C@H](C)CO)C(=O)c2cc(NC(=O)Nc3ccc4c(c3)OCO4)ccc2O1
  BioA inh: 1.2
COc1ccc(NC(=O)N[C@H]2C=C[C@H](CC(=O)NC3CCC3)O[C@H]2CO)cc1
  BioA inh: -2.6
CC(C)NC(=O)Nc1cccc2c1O[C@H](CN(C)C(=O)Nc1cccc3ccccc13)[C@H](C)CN([C@H](C)CO)C2=O
  BioA inh: 1.2
CCCC(=O)Nc1ccc2c(c1)OC[C@@H](C)N(Cc1nccs1)C[C@@H](C)[C@@H](OC)CN(C)C2=O
  BioA inh: 0.2
COc1ccc(-c2ccc3n(c2=O)C[C@@H]2[C@@H](CO)[C@H](C(=O)Nc4ccccc4)[C@H]3N2C)cc1
  BioA inh: 0.8
O=C(C[C@@H]1CC[C@H]2[C@@H](COC[C@H](O)CN2C(=O)Nc2cccc(F)c2)O1)NCc1ccccc1F
  BioA inh: -0.1
CC(C)NC(=O)N(C)C[C@@H]1Oc2c(NS(=O)(=O)c3ccccc3)cccc2C(=O)N([C@H](C)CO)C[C@H]1C
  BioA inh: -0.2
COc1ccccc1-c1ccc([C@@H]2[C@H](CO)N3CCCCN(C(=O)c4cccnc4)C[C@@H]23)cc1
  BioA inh: 0.2
CCCNC(=O)N(C)C[C@@H]1Oc2ncc(C#CC3(O)CCCC3)cc2C(=O)N([C@@H](C)CO)C[C@H]1C
  BioA inh: 2.2
CO[C@@H]1CN(C)C(=O)c2cc(NC(=O)C3CCC3)ccc2OC[C@H](C)N(C)C[C@H]1C
  BioA inh: -0.1
COC(=O)C[C@@H]1C[C@H]2c3cc(NS(=O)(=O)c4cccc(OC)c4)ccc3O[C@H]2[C@@H](CO)O1
  BioA inh: -2.1
C[C@@H]1CN([C@@H](C)CO)C(=O)c2cc(NC(=O)Cc3cn(C)c4ccccc34)ccc2O[C@@H]1CN(C)Cc1ccc(C(=O)Nc2ccccc2N)cc1
  BioA inh: -1.3

COCC(=O)Nc1ccc2c(c1)OC[C@@H](C)N(CC1CC1)C[C@H](C)[C@H](OC)CN(C)C2=O
  BioA inh: -0.6
CCCNC(=O)[C@@H]1[C@@H](CO)[C@@H]2Cn3c(cccc3=O)[C@@H]2N1C(=O)C1CCC1
  BioA inh: -0.9
CCCNC(=O)N[C@@H]1CC[C@H](CCn2cc(C3CCCCC3)nn2)O[C@H]1CO
  BioA inh: -3.2
C[C@@H]1CCCCO[C@@H](CN(C)C(=O)Nc2ccc(F)cc2)[C@H](C)CN([C@@H](C)CO)C(=O)c2cc(NC(=O)CCC(F)(F)F)ccc2O1
  BioA inh: 2.1
CO[C@H]1CN(C)C(=O)c2ccc(NC(=O)C3CC3)cc2OC[C@@H](C)N(C(=O)c2cnccn2)C[C@H]1C
  BioA inh: 0.8
COc1cccc(S(=O)(=O)Nc2ccc3c(c2)[C@H]2C[C@H](CC(=O)NCCc4ccccc4)O[C@H](CO)[C@H]2O3)c1
  BioA inh: 2.9
Cc1ccccc1S(=O)(=O)N1[C@H](C#N)[C@H](c2ccccc2)[C@@H]1CO
  BioA inh: -1.0
O=C(C[C@@H]1CC[C@@H]2[C@H](COC[C@H](O)CN2Cc2nccs2)O1)NCc1ccc(Oc2ccccc2)cc1
  BioA inh: 1.5
O=C(Cc1ccccc1)N1C[C@H]2[C@@H](c3ccccc31)[C@H](CO)N2C(=O)c1cccc(F)c1
  BioA inh: 3.4
CCC(=O)N(C)C[C@H]1Oc2cc(-c3ccccc3OC)ccc2S(=O)(=O)N([C@H](C)CO)C[C@H]1C
  BioA inh: -1.0

C[C@H](CO)N1C[C@H](C)[C@H](CN(C)C(=O)CC2CC2)Oc2cc(C#C[C@@H](C)O)ccc2S1(=O)=O
  BioA inh: -0.8
CC=Cc1ccc2n(c1=O)C[C@H]1[C@H](CO)[C@@H](C(=O)NC3CCCCC3)N(CCC)[C@@H]21 (mixture of isomers)
  BioA inh: -1.1
C[C@H](CO)N1C[C@H](C)[C@@H](CN(C)S(=O)(=O)c2cccs2)Oc2ccc(NC(=O)CCN3CCOCC3)cc2CC1=O
  BioA inh: 10
COC(=O)C[C@H]1C[C@H]2c3cc(NS(C)(=O)=O)ccc3O[C@H]2[C@@H](CO)O1
  BioA inh: -1.0
COC(=O)C[C@H]1CC[C@H]2[C@H](COc3ccc(NC(=O)c4cscn4)cc3C(=O)N2C)O1
  BioA inh: -0.6
COc1ccc(NC(=O)Nc2ccc3c(c2)C(=O)N([C@@H](C)CO)C[C@@H](C)[C@H](CN(C)Cc2ccc4c(c2)OCO4)OCCCC[C@H](C)O3)cc1
  BioA inh: 4.5
CN1C(=O)c2cc(NC(=O)C3CCOCC3)ccc2OC[C@@H]2O[C@H](CC(=O)NCc3ccccc3F)CC[C@@H]21
  BioA inh: -1.3
C[C@H](O)C#Cc1cnc2c(c1)C(=O)N([C@@H](C)CO)C[C@@H](C)[C@H](CN(C)CC1CCOCC1)O2
  BioA inh: -1.2
O=C(Cc1ccccn1)NCC[C@@H]1CC[C@@H](NC(=O)Nc2ccccc2)[C@H](CO)O1
  BioA inh: 4.8
CN(C)C(=O)C[C@@H]1CC[C@H]2[C@H](COc3ccc(NC(=O)C4CCCCC4)cc3C(=O)N2C)O1
  BioA inh: 20

Cc1ccc(S(=O)(=O)Nc2cccc3c2O[C@@H](CN(C)S(=O)(=O)c2cccs2)[C@@H](C)CN([C@H](C)CO)C3=O)cc1
  BioA inh: 0.6
CCCC(=O)Nc1ccc2c(c1)C(=O)N(C)C[C@H](OC)[C@H](C)CN(Cc1cccc(F)c1)[C@@H](C)CO2
  BioA inh: 2.7
O=C(NCC[C@H]1CC[C@H](NC(=O)c2cccnc2)[C@H](CO)O1)Nc1ccc(C(F)(F)F)cc1
  BioA inh: -0.7
COc1ccc(-c2ccc3c(c2)O[C@@H](CN(C)Cc2ccccc2C(=O)O)[C@@H](C)CN([C@H](C)CO)S3(=O)=O)cc1
  BioA inh: 2.6
CO[C@H](CN(C)S(=O)(=O)c1ccc(F)cc1)[C@@H](C)CN([C@@H](C)CO)S(=O)(=O)c1cccc(Cl)c1
  BioA inh: 1.1
CO[C@H]1CN(C)C(=O)c2ccc(NC(=O)c3cnccn3)cc2OC[C@H](C)N(C(=O)C2CC2)C[C@@H]1C
  BioA inh: 0.9
CCC(=O)N1CCCCN2[C@H](CO)[C@@H](c3ccc(C#Cc4ccccc4)cc3)[C@H]2C1
  BioA inh: 2.2
O=S(=O)(N[C@H]1CC[C@H](CCn2cc(C3CC3)nn2)O[C@@H]1CO)c1ccc(F)cc1
  BioA inh: 2.0
C[C@H](CO)N1C[C@H](C)[C@H](CN(C)Cc2ccc(Cl)c(Cl)c2)Oc2ccc(NS(C)(=O)=O)cc2CC1=O
  BioA inh: 3.4
O=C(Nc1cccc(Cl)c1)N[C@@H]1CC[C@H](CCNC(=O)C2CCCC2)O[C@H]1CO
  BioA inh: 4.3

COc1ccc(S(=O)(=O)Nc2ccc3c(c2)CC(=O)N([C@@H](C)CO)C[C@@H](C)[C@H](CN(C)Cc2ccccc2)O3)cc1
  BioA inh: 1.3
CCCNC(=O)N1[C@H](C(=O)N2CCCCC2)[C@@H](CO)[C@@H]2Cn3c(ccc(-c4ccc(F)cc4)c3=O)[C@@H]21
  BioA inh: 2.6
Cc1ccc(S(=O)(=O)Nc2ccc3c(c2)C(=O)N([C@H](C)CO)C[C@@H](C)[C@@H](CN(C)C(=O)CCC(F)(F)F)OCCCC[C@@H](C)O3)cc1
  BioA inh: 0.6
O=C(C[C@H]1C[C@H]2c3cc(NC(=O)Nc4ccccc4)ccc3O[C@H]2[C@@H](CO)O1)NCc1cccnc1
  BioA inh: -0.2
COCc1cn(CC[C@H]2CC[C@@H](NC(=O)c3ccc(F)cc3)[C@@H](CO)O2)nn1
  BioA inh: -1.3
CC(=O)N(C)C[C@@H]1Oc2ncc(C#C[C@H](C)O)cc2C(=O)N([C@H](C)CO)C[C@@H]1C
  BioA inh: -1.8
Cc1ccccc1S(=O)(=O)NCC[C@@H]1CC[C@@H](NC(=O)C2CCOCC2)[C@@H](CO)O1
  BioA inh: 0.0
C[C@H](NC(=O)[C@H]1N[C@H]2c3ccc(-c4cncnc4)c(=O)n3C[C@H]2[C@@H]1CO)c1ccccc1
  BioA inh: -2.2
O=S(=O)(c1ccccc1)N1C[C@@H]2[C@H](c3ccccc31)[C@H](CO)N2Cc1ccccc1
  BioA inh: -0.5
CN1C(=O)c2cc(NC(=O)c3cccs3)ccc2OC[C@H]2O[C@H](CC(=O)O)CC[C@@H]21
  BioA inh: -1.3
O=C(C[C@@H]1CC[C@@H]2[C@H](COC[C@H](O)CN2S(=O)(=O)c2cccc(Cl)c2)O1)Nc1ccccc1
  BioA inh: 1.5
